M5 PAM = potentiates acetylcholine response at human M5 receptor. CHO-K1 hM5, Fluo-8 calcium, ACh EC20 PAM; 0% = ACh EC20, 100% = ACh EC100. activation, % at 3 µM. hit rate 0.3% among 360,000;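 active = activation above the run cutoff, the mean activation of all test compounds plus 3 SD, cut at about 18% in these data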
Target sequence (P08912 whole entry, looked up): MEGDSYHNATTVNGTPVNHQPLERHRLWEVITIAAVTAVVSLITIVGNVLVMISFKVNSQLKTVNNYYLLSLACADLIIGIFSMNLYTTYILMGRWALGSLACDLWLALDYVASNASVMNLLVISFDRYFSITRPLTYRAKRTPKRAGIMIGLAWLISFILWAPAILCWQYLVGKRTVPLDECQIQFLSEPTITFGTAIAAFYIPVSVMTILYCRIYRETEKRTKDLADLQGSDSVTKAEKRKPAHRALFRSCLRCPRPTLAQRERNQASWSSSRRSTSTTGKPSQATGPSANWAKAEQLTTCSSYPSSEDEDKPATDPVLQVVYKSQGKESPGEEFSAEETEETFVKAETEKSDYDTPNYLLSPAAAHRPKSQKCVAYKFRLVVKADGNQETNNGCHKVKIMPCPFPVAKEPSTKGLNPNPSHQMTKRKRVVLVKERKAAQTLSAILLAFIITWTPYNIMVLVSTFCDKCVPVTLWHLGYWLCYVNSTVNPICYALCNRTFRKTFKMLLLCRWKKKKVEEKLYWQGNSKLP
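System: CHO-K1 cell line with stable human muscarinic M5 receptor expression | Also added: EC20 acetylcholine as agonist stimulus | Compound: One concentration, 3 µM final (nominal) | Timing: Fluo-8 loading 80 min at 37 °C plus 30 min room temperature | Measured by: Fluo-8 calcium dye fluorescence, kinetic read | Read-out basis: % activation, ACh-normalized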
CRFR2-BP ag = agonists of human CRF-binding protein/CRF-R2 receptor complex; hit rate 0.46% among 350,000; HEK293 CRF-R2/CRF-BP, calcium dye fluorescence (FLIPR); percent of saturating CRF peptide response; activation, % at 13.2 µM;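 active = activation of at least 50%, plus an integration ratio under a set limit after plate pattern correction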;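 note: plate controls were neutral control wells without compound for no effect and CRF at EC100 for full effect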
M5 antag = antagonists of human muscarinic M5 receptor (CHRM5); hit rate 0.59% among 360,000; CHO-hM5 cells, Fluo-8 calcium fluorescence, ACh EC80; P08912; inhibition, % at 3 µM; AID 624040;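 active = inhibition above a per-plate cutoff, the mean of that plate's test compounds plus 3 SD, cut at about 27% in these data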;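 note: 0% = acetylcholine EC80 with DMSO and 100% = DMSO without agonist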
CHRM1 antagonist = human CHRM1 antagonism; CHO-K1 hM1, Fluo-8 calcium fluorescence, ACh EC80 antagonist; inhibition, % at 3 µM; hit rate 1.3% among 360,000; P11229;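 active = percent inhibition above its own plate's cutoff, namely the mean of that plate's compound wells plus 3 SD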;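 note: peak over basal fluorescence ratio during 140 s after agonist addition; 0% = ACh EC80 plus DMSO and 100% = DMSO alone without agonist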
CHRM4 antagonist = antagonists of human muscarinic M4 receptor (CHRM4); P08173; CHO-hM4 cells, ACh EC80, Fluo-8 calcium fluorescence; hit rate 0.73% among 360,000; inhibition, % at 3 µM;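 active = inhibition above its plate's cutoff, the mean inhibition of sample wells plus 3 SD, cut at about 27% in these data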;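 note: 0% = acetylcholine EC80 with DMSO and 100% = DMSO without agonist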
Target sequence (P08173 whole entry, looked up): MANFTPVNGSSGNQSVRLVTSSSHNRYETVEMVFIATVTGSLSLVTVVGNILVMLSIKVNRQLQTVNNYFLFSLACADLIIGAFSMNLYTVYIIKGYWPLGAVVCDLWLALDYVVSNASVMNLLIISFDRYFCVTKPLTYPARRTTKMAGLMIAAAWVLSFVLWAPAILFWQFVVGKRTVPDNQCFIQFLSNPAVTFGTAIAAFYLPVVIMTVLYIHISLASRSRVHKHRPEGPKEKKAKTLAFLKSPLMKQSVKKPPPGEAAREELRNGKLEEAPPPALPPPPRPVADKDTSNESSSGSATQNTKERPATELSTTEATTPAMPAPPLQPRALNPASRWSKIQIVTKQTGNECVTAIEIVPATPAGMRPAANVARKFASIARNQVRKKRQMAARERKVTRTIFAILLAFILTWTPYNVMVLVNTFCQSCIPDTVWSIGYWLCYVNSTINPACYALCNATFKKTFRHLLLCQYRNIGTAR
M5 ag = agonists of human muscarinic M5 receptor (CHRM5); P08912; CHO-K1 hM5 cells, Fluo-8 calcium fluorescence; 0% DMSO wells, 100% maximal acetylcholine response; AID 624037; hit rate 0.19% among 360,000; activation, % at 3 µM;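 active = activation above the run's mean over test compounds plus 3 SD, cut at about 23% in these data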;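 note: signal is peak over basal fluorescence ratio across the kinetic read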
CHRM4 PAM = CHRM4 positive allosteric modulation. activation, % at 3 µM. hit rate 0.4% among 360,000. P08173. AID 624126. CHO-K1 hM4/Gqi5, Fluo-8 calcium fluorescence, ACh EC20; 0% = ACh EC20, 100% = maximal ACh;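 active = activation above its plate's cutoff, the mean activation of sample wells plus 3 SD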; note: some results filed as inactive read as strong as hits
M1 PAM = human CHRM1 positive allosteric modulation. hit rate 0.088% among 360,000. activation, % at 3 µM. CHO-K1 hM1, Fluo-8 calcium fluorescence, ACh EC20; 0% = ACh EC20, 100% = maximal ACh. P11229. AID 588819; in the data active = activation above about 19%, passing the limit was not always enough
CHRM4 agonist = agonists of human muscarinic M4 receptor (CHRM4). P08173. CHO-K1 hM4/Gqi5, Fluo-8 calcium fluorescence; vehicle 0%, full acetylcholine response 100%. activation, % at 3 µM. hit rate 0.14% among 360,000. AID 624127;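 active = activation above the run mean over all test wells plus 3 SD, cut at about 32% in these data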;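 note: peak over basal fluorescence ratio per well then scaled between controls; 0% = DMSO wells and 100% = acetylcholine at EC100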
* = called active by the depositor; nt = not tested or not shown.

SMILES	M5 PAM	CRFR2-BP ag	M5 antag	CHRM1 antagonist	CHRM4 antagonist	M5 ag	CHRM4 PAM	M1 PAM	CHRM4 agonist
CC(=O)N1CCN(CC(=O)Nc2cc([N+](=O)[O-])ccc2Cl)CC1	-2	-1.8	8	-13	2	2	1	14	1
COc1cccc(N2C(N)=NC(N)=NC2(C)C)c1	-13	2.1	7	41	6	-12	-4	-21	0
Clc1ccc2scc(CN3CCCCC3)c2c1	-2	-0.8	-2	10	1	-6	6	-2	1
COc1ccc(NC(C#N)c2ccccc2OCc2ccccc2)cc1 (stereo not given)	2	1.0	1	7	-3	-5	-2	-4	0
O=C(NCc1cccnc1)c1cc(C2CCCCN2S(=O)(=O)c2ccccc2)on1 (stereo not given)	-7	nt	11	6	9	-4	-6	-4	1
C=CCn1ccc(=NC=C(C#N)C#N)c2ccccc21	0	15	4	-10	0	5	-8	8	4
CC(C)CNS(=O)(=O)c1ccc(CCC(=O)NCc2cccnc2)cc1	0	-0.5	-2	13	10	-2	4	2	0
Cc1nnnn1/C(=C\c1ccccc1)C(=O)OCC(=O)N1CC2(C)CC1CC(C)(C)C2 (stereo not given)	-1	2.0	0	-9	1	0	2	12	4
CCOC(=O)c1cc(C(C)(C)C)nc(SC)c1C#N	6	-1.9	9	0	6	-5	-5	-5	-1
Cc1cc(C)cc(NC(=O)CCn2c(=O)c3cccn3c3ccccc32)c1	-6	0.2	4	4	-6	-7	-6	-2	9
CC(C)Oc1ccc(F)cc1-c1cc(C(=O)NCc2cccs2)[nH]n1	-1	nt	3	5	-3	-2	-7	-6	6
Cc1oc(-c2ccccc2)nc1C(=O)N1CCN(c2ccc(F)cc2)CC1	-9	-2.0	11	23	8	-3	-13	-10	18
C=CCn1c(SCC(=O)Nc2ccc(S(N)(=O)=O)cc2)nnc1-c1cnccn1	1	1.0	2	9	-28	-1	9	-4	-2
CN(Cc1ccccc1)S(=O)(=O)c1ccc(NC(=S)NC(=O)C(C)(C)C)cc1	-4	20	1	-3	1	2	-3	1	1
Cc1ccc(S(=O)(=O)N2Cc3ccccc3CC2C(=O)Nc2cc(C)on2)cc1 (stereo not given)	4	-0.2	0	-4	-7	-3	2	6	3
Nc1nc(Cl)cc(Oc2ccc(Cl)cc2)n1	0	-0.4	3	-6	-2	0	4	6	1
COCCn1c(SCC(=O)N(C)C2CCS(=O)(=O)C2)nc2ccccc2c1=O (stereo not given)	0	-0.1	5	-2	0	1	0	5	0
O=C(NNC(=S)NCc1ccccc1)c1ccc(Br)cc1	2	-2.0	-2	-19	-9	2	6	9	4
O=C(Cc1ccccc1)Nc1ccc(N2CCOCC2)cc1	6	-1.4	-2	-10	5	1	6	12	2
CC(Sc1ncnc2sc(-c3ccccc3)cc12)C(=O)N1CCNC1=O (stereo not given)	-3	-0.2	1	3	6	2	8	0	1
CC(C)OC(=O)[C@H]1[C@H](c2ccc(Cl)cc2)[C@@](C#N)(C(N)=O)[C@@H]2C=CC(C(N)=O)=CN21	-2	2.1	1	3	2	0	-6	0	1
O=C(COc1ccc(/C=C2/NC(=O)NC2=O)cc1)Nc1ccc(F)cc1	-11	1.3	16	-2	-9	-4	-3	1	8
CCOc1ccc(S(=O)(=O)NCc2cccs2)cc1C(C)C	-4	-1.5	5	-5	-10	-10	11	6	-1
COc1cc(CNS(=O)(=O)CCl)cc(OC)c1OC	-1	0.2	5	-4	2	1	7	9	3
O=C1C(C=NCCCN2CCOCC2)=C(O)c2ccccc21	-5	-0.2	-3	-8	-5	-4	8	6	1

Fetched one by one from above (five):
SMILES	M5 PAM	CRFR2-BP ag	M5 antag	CHRM1 antagonist	CHRM4 antagonist	M5 ag	CHRM4 PAM	M1 PAM	CHRM4 agonist
CC(C)Oc1ccc(F)cc1-c1cc(C(=O)NCc2cccs2)[nH]n1	-1	nt	3	5	-3	-2	-7	-6	6
Nc1nc(Cl)cc(Oc2ccc(Cl)cc2)n1	0	-0.4	3	-6	-2	0	4	6	1
O=C(NNC(=S)NCc1ccccc1)c1ccc(Br)cc1	2	-2.0	-2	-19	-9	2	6	9	4
C=CCn1ccc(=NC=C(C#N)C#N)c2ccccc21	0	15	4	-10	0	5	-8	8	4
CC(C)OC(=O)[C@H]1[C@H](c2ccc(Cl)cc2)[C@@](C#N)(C(N)=O)[C@@H]2C=CC(C(N)=O)=CN21	-2	2.1	1	3	2	0	-6	0	1

The listing picks up with the 2 entries that preceded the break.
SMILES	M5 PAM	CRFR2-BP ag	M5 antag	CHRM1 antagonist	CHRM4 antagonist	M5 ag	CHRM4 PAM	M1 PAM	CHRM4 agonist
COc1cc(CNS(=O)(=O)CCl)cc(OC)c1OC	-1	0.2	5	-4	2	1	7	9	3
O=C1C(C=NCCCN2CCOCC2)=C(O)c2ccccc21	-5	-0.2	-3	-8	-5	-4	8	6	1
COc1ccc(C2=NOC(C(=O)NCCCN3CCOCC3)C2)cc1 (stereo not given)	-3	1.0	6	23	-1	1	-1	-9	0
O=C(NCc1ccccc1)c1cnc(Cc2c[nH]c3ccccc23)c(I)c1	-6	nt	5	-1	-19	1	2	-6	5
CCOc1cccc(/C=N/NC(=O)CC2C(=O)NN=C2C)c1O (stereo not given)	3	-0.8	1	-3	4	1	0	8	0
S=c1[nH]nc(NCCCN2CCOCC2)s1	0	3.2	9	-11	6	-6	-2	8	0
CC(C)Cc1cc(C(=O)N2CCCC(CCC(=O)N(C)CCc3ccccn3)C2)no1 (stereo not given)	-3	0.1	2	-6	0	0	-5	17	0
O=C(NC(c1ccc(-c2ccccc2)cc1)c1cnccn1)C1CCN(CCN2C(=O)c3ccccc3C2=O)CC1 (stereo not given)	-6	nt	4	21	4	0	-7	-12	2
CCc1cc(C)cc(OCCOc2ccccc2/C=N/NC(C)=O)c1	-6	-0.1	-5	-2	-1	-3	0	2	2
O=C(NNC(=O)c1ccc(Cl)cc1Cl)c1ccc2ccccc2c1	-8	-1.5	15	1	10	0	-3	1	1
CCCCC(=O)Nc1cc(OCC)c(NC(=O)c2ccccc2[N+](=O)[O-])cc1OCC	9	0.7	-11	-21	-5	3	0	0	-1
N=C(N)Sc1nc(N2CCCCC2)nc(N2CCCCC2)n1	9	0.0	-18	0	-2	5	-1	-6	2
CSc1ccc(/C=C(/NC(=O)c2ccco2)C(=O)N2CCOCC2)cc1	-3	-0.5	3	-3	10	-1	-4	6	1
O=C(CSCc1ccc(F)cc1)NCc1cccs1	2	-1.1	1	-6	-8	-5	7	4	7
COc1cccc(S(=O)(=O)NCc2ccc(C(=O)N3CCN(c4ccccc4OC)CC3)cc2)c1	-8	nt	5	4	-14	-2	-8	-3	21
COc1ccc(NC(=O)C2CCC(N3C(=O)C4C5C=CC(C5)C4C3=O)CC2)cc1 (stereo not given)	-1	-2.1	-11	-6	-11	3	-1	3	4
Nc1nnnn1/N=C/c1cc(Cl)cc(Cl)c1O	-1	138*	7	4	0	3	4	0	2
O=C(COC(=O)c1cc(Cl)ccc1[N+](=O)[O-])Nc1cccc2ccccc12	-7	-5.5	-4	0	-2	-4	-2	5	4
O=C(N/N=C/c1cccc2ccccc12)c1n[nH]c2c1CCCC2	13	-1.0	-23	4	2	6	8	3	1
CC1(C(=O)NS(=O)(=O)c2ccc(C#N)cc2)CCN1C(=O)c1cccc(F)c1 (stereo not given)	0	nt	2	-2	14	1	-3	1	1
CCCSc1nnc(NC(=O)c2ccco2)s1	12	0.1	4	-9	-20	-6	6	10	2
COc1cc(COCC(O)CN2C(C)CCCC2C)cc(OC)c1OC (stereo not given)	-3	-0.3	10	5	11	-1	-5	-4	0
O=C(C1CCCN(S(=O)(=O)c2cccs2)C1)N1CCN(C2CCCCC2)CC1 (stereo not given)	-9	-3.1	1	17*	8	-5	-7	-17	2
CCn1c(COC(=O)CNC(=O)c2cc(OC)c(OC)c(OC)c2)nc2cc(S(=O)(=O)N(C)C)ccc21	5	-0.6	-16	-15	-1	-2	4	10	1
C=CCN(Cc1cccc(OC)c1OC)C(=O)Oc1ccccc1	6	0.6	-4	-2	-4	4	4	2	3
Cc1ccc(S(=O)(=O)N2C[C@]3(O)C[C@@H]4C(=O)N(c5ccccc5)C(=O)[C@@H]4C[C@]3(OC(=O)Nc3c(C)noc3C)C2)cc1	5	0.6	-14	-4	-21	-1	12	1	1
N#C/C(=C/c1ccc(O)c([N+](=O)[O-])c1)C(=O)Nc1ccccc1	5	-2.1	-7	-3	-4	4	1	10	3

Going on with the list.
SMILES	M5 PAM	CRFR2-BP ag	M5 antag	CHRM1 antagonist	CHRM4 antagonist	M5 ag	CHRM4 PAM	M1 PAM	CHRM4 agonist
CCOC(=O)C1=C(c2ccccc2)NC(SCC(=O)Nc2ccc(C)cc2)=C(C#N)C1c1ccco1 (stereo not given)	-8	1.8	12	0	14	-3	-17	7	0
CCCCC1(C2CCCC2)NC(=O)NC1=O (stereo not given)	-1	-2.4	13	-5	-2	-1	3	7	1
Cc1ccc(NC2(c3nnnn3-c3c(C)cccc3C)CCCCC2)cc1	-7	-1.7	9	-2	-12	-4	-8	-5	-2
Cc1ccc2c(C(=O)CN3CCSCC3)c(C)[nH]c2c1	-3	-0.1	2	4	-4	0	-4	-2	0
Cc1ccc(CC(=O)Nc2ccc(C(=O)N3CCOCC3)cc2)cc1	-9	0.6	21	-11	4	-4	3	6	2
CCN(CC)C(=O)CSC1=Nc2ccccc2C2=NC(c3ccccc3)C(=O)N12 (stereo not given)	4	-2.0	-2	-10	-9	-1	5	4	-1
COCc1cc(C)nc(SCC(=O)Nc2nc(C)cs2)c1C#N	-2	0.6	0	-6	11	-1	1	11	3
CCc1c(C)nc2ncnn2c1N1CCCC(C(=O)Nc2ccc(NC(C)=O)cc2)C1 (stereo not given)	-3	-2.7	-2	-14	-3	4	14	10	0
CN(C)CCNc1cc(-c2ccncc2)nc2ccccc12	-2	3.1	-7	-7	-6	-3	12	5	0
O=C(c1cc2cc([N+](=O)[O-])ccc2s1)N1CCCCC1	-3	-0.2	5	3	0	-1	-3	4	4
COCC(=O)N1CCC(Oc2ccc(C(=O)NCCc3ncccc3C)cc2)CC1	3	1.7	4	-4	-3	-3	8	3	-1
CCCC/C=C/C(NC(=O)CCc1ccccc1)c1ccccc1 (stereo not given)	7	0.0	5	-3	8	-9	3	8	-2
Cc1nc(Cl)sc1C(=O)Nc1ccc(C(C)(C)C)cc1	0	-0.9	15	8	1	-15	-10	-14	-2
CCN(CC)C(=O)C(=O)Nc1cc(C(F)(F)F)ccc1Cl	-21	2.7	14	-6	3	-5	-4	7	6
C[C@@H]1CN([C@H](C)CO)C(=O)CCCn2nncc2CO[C@@H]1CN(C)C(=O)Nc1ccc(N2CCCCC2)cc1	-3	-0.7	7	-11	6	0	-2	7	0
Nc1cc(N)nc(SCC(=O)NCC2CCCO2)n1 (stereo not given)	3	0.1	5	8	-1	0	6	-7	0
CN1C(=O)NC(c2ccccc2[N+](=O)[O-])C2=C1CCCC2=O (stereo not given)	-4	12	4	-12	-2	1	3	14	7
Cn1c(SCC(=O)Nc2ccc3c(c2)OCCO3)nnc1-c1ccccn1	-1	-1.4	2	-5	18	-1	-4	7	0
CCN(C(=O)COC(=O)CNC(=O)c1ccc(C)c(C)c1)C1CCS(=O)(=O)C1 (stereo not given)	4	1.6	0	3	-2	3	8	9	1
CCC(CC)C(=O)c1c[nH]c(C(=O)O)c1	-1	-1.2	8	-4	-1	2	9	13	1
NC(=O)C1CCN(C(=O)COc2ccc3c(c2)oc(=O)c2ccccc23)CC1	-4	1.6	5	-10	9	2	-3	3	0
